S100A4 inh HTS = inhibitors of human S100A4 binding to myosin IIA peptide. P26447. S100A4/TAMRA-MyoIIA peptide fluorescence polarization. 0.14% of 360,000 active. inhibition, % at 10.7 µM. AID 652163;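 active = mean inhibition of at least 70% across replicates, with every replicate also reaching that level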
Target sequence (P26447 whole entry, looked up): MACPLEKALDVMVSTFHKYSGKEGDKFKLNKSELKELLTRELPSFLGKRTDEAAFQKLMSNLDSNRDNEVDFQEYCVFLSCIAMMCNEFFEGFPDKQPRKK
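Material: human S100A4 monomer with TAMRA-labelled myosin IIA peptide; buffer or medium: HEPES pH 7.2 with CaCl2, KCl, NaCl, DTT, Triton; compound dosing: one concentration per compound; schedule: 5 min incubation before reading; benchmarks: neutral control DMSO, positive control TFP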
E-selectin induc = E-selectin induction on HUVECs. P16581. HUVEC E-selectin immunofluorescence imaging; normalized: neutral wells 0, TNF-alpha wells 100. activation, % at 7.58 µM. 0.37% of 260,000 active;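 active = mean E-selectin-positive cell signal at least 10% of the positive control, reached in at least 60% of replicates, without over 20% cell loss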;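 also: in these data hits start at about 27%; measured in HUVEC primary endothelial cells; signal is the percent of cells scored E-selectin positive by PE staining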
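Read-out: % PE-positive cells | Test system: HUVEC | Doses: One compound dose added by pin transfer | Buffer or medium: EGM-2 over gelatin coat | Signal: Immunofluorescence imaging | Benchmarks: TNF-alpha, DMSO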
XiGFP reactiv = activators of X-chromosome reactivation in mouse fibroblasts. XiGFP mouse fibroblasts, % GFP-positive cells imaging, 3 d; cells co-treated with 5-aza-dC sensitizer; scaled so ellipticine positive control = 100%. activation, % at 7.58 µM. 0.055% of 360,000 active;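 active = mean normalized replicate activation at least 10% and every replicate at or above 10%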;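 also: 0% = median of on-plate neutral control wells and 100% = ellipticine 6 µM median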
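material = 68-5-11 XiGFP fibroblast line | medium = DMEM plus 5-aza-dC sensitizer | schedule = 3 days compound exposure | benchmarks = positive control ellipticine, 6 µM final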
esBAF inh = inhibitors of esBAF chromatin remodeling in mouse ES cells. Bmi1-luciferase knock-in reporter, 24 h; 100% = twice the neutral-well signal. reporter increase, % at 12.5 µM. 2% of 350,000 active; in the data active = activation above about 40%;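 also: 0% = median of the plate's neutral control wells and 100% = double that signal; a rise in the Bmi1 reporter signal indicates esBAF inhibition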
EWS-Fli inh = inhibitors of EWS/Fli oncoprotein transcriptional activity; A673 NR0B1-luciferase reporter, viability-normalised; inhibition, % at 12.6 µM; 0.67% of 350,000 active;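 active = mean inhibition of at least 50% after viability correction, with every replicate also passing that limit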;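 also: firefly luciferase signal divided by Alamar Blue viability fluorescence both relative to DMSO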
RAD52 inh = blocks human RAD52 DNA annealing. P43351. recombinant RAD52 DNA annealing, FRET fluorescence. inhibition, % at 18.7 µM. 0.46% of 360,000 active;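 active = every replicate showing at least 50% inhibition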
RAD54 inh = inhibitors of human RAD54 branch migration | Q92698 | AID 602329 | inhibition, % at 10.4 µM | 0.14% of 360,000 active | RAD54 Holliday junction branch migration, FAM/BHQ fluorescence;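 active = mean normalized replicate activity at least 40 and at least half of replicates scoring 40 or more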;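 also: 0% = median of neutral control wells and 100% = median of positive control wells; inhibitors cause a drop in the FAM fluorescence signal; in these data hits start at about 50%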
Target sequence (Q92698 whole entry, looked up): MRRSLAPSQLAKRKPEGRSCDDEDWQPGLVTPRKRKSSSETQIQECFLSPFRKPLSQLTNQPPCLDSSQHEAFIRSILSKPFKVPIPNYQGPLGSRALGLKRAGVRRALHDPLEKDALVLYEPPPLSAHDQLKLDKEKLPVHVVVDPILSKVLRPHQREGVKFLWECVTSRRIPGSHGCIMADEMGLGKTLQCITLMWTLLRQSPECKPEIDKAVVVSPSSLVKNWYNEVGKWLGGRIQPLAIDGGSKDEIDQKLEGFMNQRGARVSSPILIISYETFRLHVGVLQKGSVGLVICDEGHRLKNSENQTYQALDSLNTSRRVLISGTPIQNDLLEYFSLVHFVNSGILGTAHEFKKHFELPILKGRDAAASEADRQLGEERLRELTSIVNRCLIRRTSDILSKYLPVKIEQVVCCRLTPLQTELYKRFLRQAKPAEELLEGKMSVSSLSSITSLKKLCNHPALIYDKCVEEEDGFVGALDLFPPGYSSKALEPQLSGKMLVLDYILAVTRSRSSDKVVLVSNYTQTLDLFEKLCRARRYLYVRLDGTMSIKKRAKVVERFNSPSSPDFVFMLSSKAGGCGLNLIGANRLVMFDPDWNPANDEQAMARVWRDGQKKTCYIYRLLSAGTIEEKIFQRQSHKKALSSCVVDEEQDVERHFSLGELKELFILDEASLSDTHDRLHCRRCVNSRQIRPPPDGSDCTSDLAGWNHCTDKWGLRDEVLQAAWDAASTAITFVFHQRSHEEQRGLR
FN deposition inh = fibronectin deposition inhibition; AH1F fibroblasts, Alexa488-fibronectin deposition fluorescence, overnight; inhibition, % at 12.6 µM; 0.086% of 350,000 active;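 active = mean inhibition across replicates of 30% or more, regardless of how many single replicates reach that level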;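 also: positive control wells lacked labelled fibronectin entirely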
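material = AH1F fibroblast monolayer depositing Alexa488-labelled fibronectin into matrix | amount = 10000 AH1F cells/well | buffer or medium = DMEM plus 2% serum, read in PBS | incubation = 1 h cell adhesion before compound, then overnight fibronectin incubation | detection = fluorescence at 485 nm excitation, 525 nm emission | evaluation = percent inhibition as loss of matrix-bound fibronectin fluorescence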
An asterisk follows results filed as active; nt = no result given.

SMILES	S100A4 inh HTS	E-selectin induc	XiGFP reactiv	esBAF inh	EWS-Fli inh	RAD52 inh	RAD54 inh	FN deposition inh
CC(C)(O)C1Cc2cc(/C=C/C(=O)O)c(O)cc2O1 (configuration not stated)	-4	4.3	0.3	nt	10	-17	nt	13
CCOc1cc(/C=C(\CC(=O)O)c2nc3ccccc3s2)ccc1OCC(=O)Nc1cccc(C(F)(F)F)c1	-2	-0.1	0.3	-7	4	-44	-4	3
CC(NCc1cc(Br)ccc1OCC(=O)NCc1ccccc1)c1ccccc1 (configuration not stated)	-1	nt	-0.1	-9	9	-7	4	nt
N#C[C@@H]1[C@H](c2ccc(C#CC3(O)CCCC3)cc2)[C@@H](CO)N1C(=O)C1CC1	nt	-0.6	0.0	1	3	-7	13	3
CN(C)C(CNC(=O)c1cccc(S(=O)(=O)Nc2ccccc2Cl)c1)c1ccccc1 (configuration not stated)	-8	nt	0.0	-3	-5	-3	2	nt
CCOc1ccc2nc(N3CCC(C(=O)N4CCN(C5CCCCC5)CC4)CC3)sc2c1	-2	-0.1	0.2	65*	-18	-5	-1	-7
C[C@@H]1CN([C@@H](C)CO)C(=O)c2cc(NC(=O)NC3CCCCC3)ccc2O[C@H]1CN(C)Cc1ccccc1	-1	0.4	-0.2	3	4	-5	13	nt
C[C@@H]1CN([C@@H](C)CO)C(=O)c2cc(N(C)C)ccc2O[C@H]1CN(C)CC1CCCCC1	1	-0.1	0.3	4	8	-3	-15	5
O=C(CCC(=O)c1cccs1)NCc1cccc(C(F)(F)F)c1	52	1.2	0.7	-1	0	-11	-1	-7
O=C(C[C@H]1C=C[C@@H](NC(=O)c2cccc(F)c2)[C@@H](CO)O1)NCc1ccccc1	-1	-0.3	-0.4	3	5	5	-3	-2

Reprinted from the part before: 4 entries, followed by the next part.
SMILES	S100A4 inh HTS	E-selectin induc	XiGFP reactiv	esBAF inh	EWS-Fli inh	RAD52 inh	RAD54 inh	FN deposition inh
C[C@@H]1CN([C@@H](C)CO)C(=O)c2cc(NC(=O)NC3CCCCC3)ccc2O[C@H]1CN(C)Cc1ccccc1	-1	0.4	-0.2	3	4	-5	13	nt
C[C@@H]1CN([C@@H](C)CO)C(=O)c2cc(N(C)C)ccc2O[C@H]1CN(C)CC1CCCCC1	1	-0.1	0.3	4	8	-3	-15	5
O=C(CCC(=O)c1cccs1)NCc1cccc(C(F)(F)F)c1	52	1.2	0.7	-1	0	-11	-1	-7
O=C(C[C@H]1C=C[C@@H](NC(=O)c2cccc(F)c2)[C@@H](CO)O1)NCc1ccccc1	-1	-0.3	-0.4	3	5	5	-3	-2
CN(C)c1ccc(/C=C2\C(=N)N3N=C(CC(=O)N4CCCC4)SC3=NC2=O)cc1Br	-4	nt	0.0	1	7	-29	-13	-3
O=C(N/N=C/c1ccc([N+](=O)[O-])o1)c1cn2ccc3ccccc3c2n1	0	nt	0.0	nt	4	-21	nt	-7
CC(Oc1ccccc1)C(=O)Nc1nnc(S(=O)(=O)N2CCCCC2)s1 (configuration not stated)	0	nt	0.0	1	nt	-11	-10	17
O=C(COc1ccc(S(=O)(=O)N2CCCC2)cc1[N+](=O)[O-])N1CCCCC1	2	0.7	0.2	1	5	-22	3	nt
COC1OC2COC(c3ccccc3)OC2C(O)C1NC(C)=O (configuration not stated)	19	nt	nt	-10	-7	-3	1	nt
CC(C)N(C(=O)Nc1ccc2nsnc2c1)C(C)C	4	nt	0.0	nt	-26	-2	nt	9
N#C/C(=C\c1c(F)cccc1Cl)C(=O)NC1CC1	-3	0.2	0.2	-1	-9	-9	14	nt
CCOC(=O)N1CCN(C(=O)/C=C/c2ccc([N+](=O)[O-])cc2)CC1	-2	-4.9	0.1	-8	13	-3	nt	3
COc1ccc2c3c(n(C)c2c1)[C@H](CO)N(C(=O)CN(C)C)CC31CCN(C(=O)CN(C)C)CC1	-3	-0.2	0.1	nt	-5	15	nt	nt
NC(=O)c1ncn([C@@H]2O[C@H](CNCc3c(OCc4ccccc4F)ccc4ccccc34)[C@@H](O)[C@H]2O)n1	-2	0.1	-0.1	-1	-14	-35	5	9
Cc1ccc(C)c(S(=O)(=O)Nc2ccc(C(=O)NCCCN3CCCC3=O)cc2)c1	-11	-3.0	0.3	nt	11	-17	2	1
COc1ccc(N2CCN(C(=O)COC(=O)CCOc3ccc(C(C)(C)C)cc3)CC2)cc1	1	0.0	0.3	3	0	0	-18	-1
O=C(Nc1cc(S(=O)(=O)N2CCCCC2)ccc1Cl)c1ccccc1NS(=O)(=O)c1ccc(F)cc1	-1	nt	-0.1	nt	24	-9	nt	-5
O=C(Cn1cc(C(F)(F)F)ccc1=O)NCc1ccc(F)cc1	-14	0.0	0.0	27	-52	-20	-4	-2
COc1cc(CNc2nnnn2C)ccc1OCc1ccc(F)cc1Cl	2	-0.1	0.0	4	-2	5	-6	2
CC1=C(C(=O)Nc2ccccc2)C(c2coc3ccccc3c2=O)C2=C(CCCC2=O)N1 (configuration not stated)	-12	nt	-0.1	nt	14	-22	nt	-1
O=C(C[C@H]1C[C@@H]2c3cc(NS(=O)(=O)c4ccc(F)cc4)ccc3O[C@@H]2[C@H](CO)O1)NCC1CC1	nt	-0.2	0.1	2	0	nt	0	1
COc1cccc2cc(C(=O)NCCc3c[nH]c4ccccc34)c(=O)oc12	-2	nt	0.0	-4	-3	-12	nt	-15
O=C(OCc1ccccc1)N1CCOCCN(C(=O)OCc2ccccc2)CCOCC1	3	-0.3	0.1	nt	7	-13	nt	3
C[C@@H]1CCCCO[C@@H](CN(C)Cc2ccc(Cl)c(Cl)c2)[C@@H](C)CN([C@H](C)CO)C(=O)c2cc(NC(=O)Nc3ccc4c(c3)OCO4)ccc2O1	19	0.0	0.5	0	1	3	-20	nt
CCN(CC)Cc1c(O)ccc2c1O/C(=C\C=C\c1ccccc1)C2=O	-3	-0.3	0.0	-69	77*	-141	-69	9
COC(=O)C1=C(C)N(Cc2ccccc2)C(=NCCCCO)N[C@H]1c1cccc(C(F)(F)F)c1	-1	0.2	0.0	-7	10	0	-1	5
CCCC#Cc1ccc([C@@H]2[C@@H](CO)N3C(=O)CN(C(=O)NCCC)C[C@H]23)cc1	-16	-0.1	0.2	nt	1	-20	nt	nt
Fc1ccc2c(c1)c1n[nH]c(=S)nc1n2CCc1ccccc1	-4	0.5	0.0	-16	27	-10	-5	-9
Cc1cc(NC(=O)C2CCN(S(=O)(=O)c3c(C)noc3C)CC2)ccc1Br	1	nt	1.8	7	nt	2	9	-9
CCc1cccc(C)c1NC(=O)c1ccccc1	-4	nt	0.0	nt	-9	-20	nt	3
COc1cccc(N2CCN(S(=O)(=O)c3cn(C)cn3)CC2)c1	-5	nt	0.0	-4	-8	-9	-3	7
N/C(Cc1ccc([N+](=O)[O-])cc1)=N\OC(=O)COc1cccc2ccccc12	-2	nt	nt	-9	7	-16	5	nt
COc1ccc(C(=O)O/N=C(\N)c2ccc(Br)cc2)cc1	2	1.6	0.0	59*	-96	-17	-1	-5
CNC[C@@H]1OCCCC[C@@H](C)Oc2ccc(NC(=O)Nc3ccc(C(F)(F)F)cc3)cc2C(=O)N([C@@H](C)CO)C[C@@H]1C	-23	0.0	-0.3	0	-3	9	-1	nt
CCCCCn1c(SCC(=O)c2ccccc2)nc2cc(C(=O)NCC3CCCO3)ccc2c1=O (configuration not stated)	2	0.1	-0.2	3	9	-10	-6	11
C[C@@H]1CCCCO[C@@H](CN(C)S(=O)(=O)c2ccc(F)cc2)[C@H](C)CN([C@@H](C)CO)C(=O)c2cc(NC(=O)CCC(F)(F)F)ccc2O1	9	nt	0.0	-3	-2	8	4	2
COCC(=O)N(C)C[C@@H]1Oc2ncc(-c3ccccc3OC)cc2C(=O)N([C@H](C)CO)C[C@H]1C	-4	0.0	-1.3	-4	0	10	4	1
COCCN(C(=O)CCC(=O)Nc1nccs1)C(C(=O)NC(C)(C)C)c1ccc(Cl)cc1 (configuration not stated)	-1	nt	0.1	-2	2	-1	nt	4
C/C=C/c1cnc2c(c1)C(=O)N([C@@H](C)CO)C[C@H](C)[C@H](CN(C)C(=O)Cc1ccccc1)O2	0	0.3	0.4	-4	-4	11	-3	nt
Cc1cccc(C)c1NC(=O)NC1(C(=O)N2CCCC2)CCCCC1	-2	nt	0.3	-1	1	-9	1	7
CCN1CCN(c2ccc(NC(=O)CCc3c(C)nc4c(-c5ccccc5)c(C)nn4c3C)cc2)CC1	-13	0.8	0.1	-79	24	15	-5	13
CC(C)(C)OC(=O)N1CCC(C(=O)Nc2cccc(C(=O)N3CCOCC3)c2)CC1	-1	-0.2	0.0	-7	0	-5	11	-16
COc1ccc(C(O)Cn2ccsc2=NC(C)=O)cc1 (configuration not stated)	0	0.1	0.0	10	5	0	-5	-2
Cc1ccc(NC(=O)CN2CCCC2)cc1Br	-2	nt	-0.1	0	-13	-5	7	1
Cc1ccccc1NC(=O)c1cc(S(=O)(=O)N2CCOCC2)cn1C	-5	0.4	0.2	-1	-2	-9	2	8
Cc1ccc(C)c(NC(=O)COC(=O)c2ccc[n+]([O-])c2)c1	-2	-0.1	0.2	5	5	-12	4	0
COc1ccc(-n2nc3c(N4CCC(C(=O)NCc5ccccc5)CC4)nnc(C)c3c2C)cc1	-2	3.6	-0.1	2	nt	-25	-1	-33
C[C@H]1CN([C@@H](C)CO)C(=O)Cc2cc(NS(=O)(=O)c3ccc(F)cc3)ccc2O[C@@H]1CN(C)Cc1ccc2c(c1)OCO2	-3	0.4	0.2	6	2	7	9	nt
O=C(CN1C(=O)c2ccccc2S1(=O)=O)c1ccc(F)c(F)c1	-5	0.1	0.0	nt	35	-17	8	nt
CC(C)C[C@H]1CNC(=S)N1C[C@H]1CCCN1C[C@H](Cc1ccccc1)N1C[C@H](Cc2ccc(O)cc2)N(CCc2ccccc2)C1=S	-2	0.1	0.0	2	0	-23	9	nt
Cc1nnc(NN2CCOCC2)[nH]c1=O	-11	nt	0.0	nt	9	-8	-1	-3
CC(C)NC(=O)C1Cc2c(-c3ccc(Cl)cc3)ccnc2O1 (configuration not stated)	1	-0.2	0.2	3	-21	-1	-7	4
CCOCCn1c(=NC(=O)CSCC(=O)Nc2cc(C)on2)sc2cc(OC)ccc21	-1	-1.1	0.0	-7	1	-25	10	-3
COc1cc2ncnc(NCCc3ccccc3)c2cc1OC	0	7.9	-0.1	nt	15	-9	nt	-3
Remaining list, next part:
SMILES	S100A4 inh HTS	E-selectin induc	XiGFP reactiv	esBAF inh	EWS-Fli inh	RAD52 inh	RAD54 inh	FN deposition inh
O=C(CSc1nnc(-c2ccccc2)c(-c2ccccc2)n1)NC1CCS(=O)(=O)C1 (configuration not stated)	-2	nt	0.2	nt	1	-12	nt	-7
COc1ccc2c3c([nH]c2c1)[C@@H](CO)N(Cc1nccs1)CC31CCN(C(=O)C2CC2)CC1	12	-0.2	0.3	nt	3	-112	nt	nt
Cc1ccccc1CC(=O)Nc1ccc(S(=O)(=O)N2CCN(C)CC2)cc1	15	1.1	0.0	nt	2	-11	3	nt
COc1ccccc1C(=O)NCC(=O)NC(C)CCc1ccccc1 (configuration not stated)	10	nt	0.0	-1	6	2	-10	-4
O=C(NC1CCCC1)N1CCCCN2[C@H](CO)[C@H](c3ccc(-c4cccnc4)cc3)[C@@H]2C1	0	0.0	0.5	5	5	14	-2	-1
